Assay outcomes (PubChem)
IMPase cell inh: cell-permeable inhibitors of inositol monophosphatase (IMPase). P97697. CHO-M1 cells, IP1 accumulation, HTRF TR-FRET ratio. inhibition (IP1 accumulation), % at 46.1 µM. 120,000 tested, under 10 active. AID 901; active = well fitted curve in the direction sought with a large enough effect in the signal ratio, not every such curve was filed as active; inconclusive = small, poorly fitted or top-dose-only effect, or a change in a side signal; inactive = no such curve, though single readings can be large or run the other way; the % refers to the signal ratio;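 note: cells stimulated with carbachol in lithium chloride buffer; plate controls were DMSO basal wells for no effect and reference inhibitor wells for full effect; higher means more IMPase inhibition seen as more IP1 and lower FRET ratio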
Target sequence (P97697 whole entry, looked up): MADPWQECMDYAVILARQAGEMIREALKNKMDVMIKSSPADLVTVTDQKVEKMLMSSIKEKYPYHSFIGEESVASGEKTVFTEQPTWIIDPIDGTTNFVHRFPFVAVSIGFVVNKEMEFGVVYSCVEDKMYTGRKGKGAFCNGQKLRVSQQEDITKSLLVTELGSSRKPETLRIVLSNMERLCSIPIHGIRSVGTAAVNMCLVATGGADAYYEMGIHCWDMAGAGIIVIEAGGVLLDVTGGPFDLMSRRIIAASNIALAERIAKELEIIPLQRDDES
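CHO-M1, 2000 cells/well, cultured 16–30 h; cpd up to 46 uM; carbachol (50 uM solution, stimulation buffer w/ 50 mM LiCl, pH 7.4), 30 min 37C; IP-One TR-FRET, 10 min RT; Ex 320/Em 665, 620; Hill-fit AC50.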
15-hLO-2 inh: 15-hLO-2 (ALOX15B) enzyme inhibition | purified 15hLO-2, xylenol orange hydroperoxide absorbance | 110,000 compounds, 0.56% hits | Potency, µM (doses to about 57.1 µM), inactives show at the highest dose activity change, negative = inhibition, hits mostly inhibitors; note: potency is the fitted concentration of half-maximal effect; nearly all actives have a fitted effect of over 60% in size; many of its hits are not listed in these tables
Target sequence (O15296 whole entry, looked up): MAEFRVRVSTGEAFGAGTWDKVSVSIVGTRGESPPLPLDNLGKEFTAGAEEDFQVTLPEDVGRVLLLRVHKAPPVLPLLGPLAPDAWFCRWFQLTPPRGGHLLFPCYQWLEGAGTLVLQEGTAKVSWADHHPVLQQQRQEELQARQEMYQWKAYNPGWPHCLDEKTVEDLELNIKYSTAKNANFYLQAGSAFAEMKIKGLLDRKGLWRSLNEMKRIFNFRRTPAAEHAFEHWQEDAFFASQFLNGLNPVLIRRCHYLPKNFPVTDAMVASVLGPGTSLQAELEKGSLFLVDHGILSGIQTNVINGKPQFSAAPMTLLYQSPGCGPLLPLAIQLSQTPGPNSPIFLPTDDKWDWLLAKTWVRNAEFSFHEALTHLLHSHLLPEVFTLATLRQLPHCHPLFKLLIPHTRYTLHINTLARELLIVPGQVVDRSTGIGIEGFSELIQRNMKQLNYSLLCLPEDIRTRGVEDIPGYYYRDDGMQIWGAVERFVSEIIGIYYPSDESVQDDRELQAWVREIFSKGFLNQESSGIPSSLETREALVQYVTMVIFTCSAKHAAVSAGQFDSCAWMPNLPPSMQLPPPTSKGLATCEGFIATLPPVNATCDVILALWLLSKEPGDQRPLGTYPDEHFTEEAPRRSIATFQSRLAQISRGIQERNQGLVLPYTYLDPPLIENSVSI
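Screening format was qHTS against 50 nM purified 15hLO-2 in Hepes pH 7.5 with detergent. Activity follows hydroperoxide formation from 45 uM arachidonic acid, measured as 573:405 nm absorbance ratio of the ferric-xylenol orange complex.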
PNC assembly inh: perinucleolar compartment assembly inhibition; PC3M PTB-GFP, PNC prevalence imaging, 16 h; stronger effect = lower value; activity change (PNC), negative = inhibition, % at 10 µM; 140,000 compounds, 3.1% hits; AID 2417;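 active = readout at or below -70, meaning at least 70% loss of cells showing the perinucleolar compartment, a nuclear body marking cancer cells; inconclusive = readout between -30 and a set limit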;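 note: plate controls were DMSO wells for no effect and camptothecin positive control wells for full effect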
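PC3M cells stably expressing PTB-GFP, 750–1000 cells/well, treated 16 h at 37 °C with compound (23 nl of library stock), in duplicate. After paraformaldehyde fixation and Hoechst stain, imaged at 20x; PNC prevalence scored by image analysis.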
ALOX12 inhib: blocks human 12-lipoxygenase activity. 150,000 compounds, 0.12% hits. P18054. Potency, µM (titrated, usually from 57.1 µM), for the others: at the highest dose activity change, negative = inhibition, actives largely listed as inhibitors. purified 12-hLO, xylenol orange hydroperoxide absorbance; note: potency is the fitted concentration of half-maximal effect; nearly all actives have a fitted effect of over 55% in size; many of its hits are not listed in these tables
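Hydroperoxide output read as Fe(III)-xylenol orange absorbance, 573-to-405 nm ratio, after 30 min reaction with 40 uM arachidonic acid. Enzyme: 150 nM purified human 12hLO, 15 min compound preincubation; 25 mM Hepes pH 7.0, room temperature.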
Numbers without * were called inactive; ? = inconclusive; . = not tested or not shown; & = joins results of further samples; [ ] = another dose, or the depositor's remark. Unless noted, calls come from the whole dose curve; as a rule, active = well fitted curve in the direction sought with a large enough effect; inconclusive = small, poorly fitted or top-dose-only effect, or another doubt; inactive = no such curve, though single readings can be large; an effect the other way counts as inactive or inconclusive. Unless noted, % is set by controls: 0 for no effect and ±100 for the full control effect. A portion of the library, so the mix of outcomes need not match the whole.

SMILES | IMPase cell inh | 15-hLO-2 inh | PNC assembly inh | ALOX12 inhib
COc1ccc2c(c1)c(C(=O)CN1CCC3(CC1)OCCO3)c(C)n2Cc1ccccc1 | ? | 22% | -19 | -1%
C=C(C)c1ccccc1 (tested in a mixture with another compound) | . | -14%[11.4 µM] | . | 1%[11.4 µM]
CCC(C)C1N=C(c2ccccc2)c2cc(Cl)ccc2N(CC(=O)NCc2ccco2)C1=O (centres undefined) | 5 | -1% | 4 | -4%
CN1CCN(c2ccc([N+](=O)[O-])c(N)c2)CC1 | . | . | -15 | -2%
Fc1ccccc1N1CCN(Cc2ccc3c(c2)OCO3)CC1 | -5 | -1% | ? | -7%
[N-]=[N+]=CC(=O)CC[C@H](N)C(=O)O | . | -3%[11.4 µM] | . | -6%[11.4 µM]
CC(C(=O)c1cn(C)c2ccccc12)c1ccccc1 (centres undefined) | 0 | -3% | 2 | 0%
O=C(COC(=O)Cc1ccccc1)Nc1cc(S(=O)(=O)N2CCOCC2)ccc1N1CCCC1 | . | . | -22 | -2%
CCCCCCCCCCCCCCCC[n+]1ccccc1 | . | -12%&-6% | . | 11%&35%
C#CCN(C)[C@H](C)Cc1ccccc1 | -1 | 9% | . | -3%
N#Cc1cc(F)c(N2CCNCC2)cc1Cl | -1 | 7% | 38 | 0%
CC(C)OS(C)(=O)=O | . | -8% | . | -3%
O=C(c1ccncc1)N1CCC2(CC1)CN(Cc1ccccc1)C2 | . | 3% | . | -1%
CC12CCCCC1N(O)CN2O (centres undefined) | -4 | -15% | -29 | -6%
O=C1NC(=O)N(c2ccccc2F)C(=O)/C1=C/c1ccc(Sc2nc3ccccc3[nH]2)o1 | . | . | -24 | -25%
CC(C)NC[C@H](O)c1ccc(N)c(C#N)c1 | ? | 21% | . | 4%
O=C(Nc1cccc(F)c1)N1CC2(CCN(C(=O)Oc3ccccc3)CC2)C1 | . | -28% | . | 4%
c1ccc2c(c1)[I+]c1ccccc1-2 | 12&15 | 33%&21%[activator] | . | 0%&-2%
O=c1cccc2n1CC1CNC[C@H]2C1 | 21 | 13% | . | -5%
Clc1cccc(SC2CCNCC2)n1 | 6 | 21% | . | 0%
Oc1c(Br)cc(Br)cc1Oc1ccc(Br)cc1Br | . | . | -2 | -24%
CN(C)CC1CSCCC1(O)c1cccc(Cl)c1 (centres undefined) | 5 | . | ? | -5%
Nc1ccc(C2(c3ccc(N)cc3)c3ccccc3-c3ccccc32)cc1 | . | . | -30 | -3%
CN1C[C@H](C(=O)N[C@@]2(C)O[C@@]3(O)[C@H]4CCCN4C(=O)[C@@H](Cc4ccccc4)N3C2=O)C=C2c3cccc4[nH]cc(c34)C[C@@H]21 | . | -7%[11.4 µM] | . | 1%[11.4 µM]
O=[N+]([O-])c1cc(-c2ccc([As](=O)(O)O)cc2)ccc1[As](=O)(O)O | . | -8%[11.4 µM] | . | -2%[11.4 µM]

Part of the list above, with values under each structure.
Sequence of screens: IMPase cell inh | 15-hLO-2 inh | PNC assembly inh | ALOX12 inhib
> O=c1cccc2n1CC1CNC[C@H]2C1
→ 21 | 13% | . | -5%
> Clc1cccc(SC2CCNCC2)n1
→ 6 | 21% | . | 0%

The list continues.
SMILES | IMPase cell inh | 15-hLO-2 inh | PNC assembly inh | ALOX12 inhib
CS(=N)(=O)CC[C@@H](N)C(=O)O (some centres undefined) | -3[20.6 µM] | 14%[25.6 µM] | . | 0%[25.6 µM]
CC(C)N[C@@H](C)Cc1ccc(I)cc1 | 11 | 16% | . | -3%
CCCCC(CC)COC(=O)c1ccc(C(=O)OCC(CC)CCCC)c(C(=O)OCC(CC)CCCC)c1 (centres undefined) | . | -12% | . | -2%
CCC1=C(C)C(N2CCOCC2)=NP(N2CCOCC2)(N2CCOCC2)=N1 | 2 | -1% | 6 | -12%
NCCc1ccc(S(=O)(=O)O)cc1[N+](=O)[O-] | . | -6%[11.4 µM] | . | -1%[11.4 µM]
CCOC(=O)C(O)(c1ccc(N(CC)S(=O)(=O)c2ccccc2)cc1)C(F)(F)F (centres undefined) | 3 | 4% | -29 | -4%
COc1ccc2c(c1)[C@]13CCCC[C@@H]1[C@H](C2)NCC3 | 18 | 15% | . | -4%
CCCN(CCC)[C@@H]1CCc2c(OC)cccc2[C@@H]1C | 11 | 26% | . | -1%
CCCCCSc1cc(O)c(C(CNC)C(C)C)cc1OC (centres undefined) | . | . | 14 | -5%
CCCCSP1(=S)NCCCN1 | -8 | -6% | -4 | 12%
O=C(COc1ccc(Cl)cc1)NC1CN2CCC1CC2 (centres undefined) | 16 | 6% | -1 | -3%
CCOP(=S)(OCC)SCOC(=O)NCC(=O)OC | 4 | 7% | 13 | 3%
Nc1c(C(=O)OCc2ccccc2)c2nc3ccccc3nc2n1Cc1cccs1 | -2 | 12% | -15 | -4%
C=CCc1ccc(OC)cc1 | . | 3% | . | ?
CN1CCN(C2=Nc3cc(Cl)ccc3Nc3ccccc32)CC1 | 16 | 27% | -16 | -6%
CC[C@]1(c2cccc(O)c2)CCCCN(C)C1 | -1[20.6 µM] | 4%[25.6 µM] | . | -10%[25.6 µM]
C/C(=C/C=C/[C@@H](C)C(=O)O)[C@H]1CN[C@H](C(=O)O)[C@H]1CC(=O)O | . | . | ? | -2%
CNP1(NC)=NC(C(F)(F)F)=NC(C(F)(F)F)=N1 | 0 | 2% | 15 | 9%
Cn1c2ccccc2c2c(C(=O)N3CCC4(CC3)OCCO4)cn(C3CCCC3)c(=O)c21 | -13 | 3% | -9 | 2%
CN1CC(CNC(=O)OCc2ccccc2)CC2c3cccc4c3c(cn4C)CC21 (centres undefined) | . | 28% | . | -5%
O=C(O)c1cc[c]([Hg][Cl])cc1 | 1 | 3.2µM* | . | ?
O=Cc1cn(Cc2ccc(F)cc2Cl)c2ccccc12 | . | . | -20 | -4%
c1ccc2c(CNC3CCCCCC3)c[nH]c2c1 | 8 | 17% | 45 | 2%
c1cc2cc(c1)C[n+]1ccc(c3ccccc31)NCc1ccc(cc1)CNc1cc[n+](c3ccccc13)C2 | 9 | 5% | . | -4%
COC(=O)C(c1ccccc1)C1CCCCN1 (centres undefined) | . | -5% | . | -4%
Remaining list, next part:
SMILES | IMPase cell inh | 15-hLO-2 inh | PNC assembly inh | ALOX12 inhib
C=CCn1c(O)c(C(CC)=NC(C)c2ccccc2)c(=O)[nH]c1=O (centres undefined) | 5 | -8% | -94* | -3%
COc1cc2c(cc1O)-c1c(O)c(OC)cc3c1[C@H](C2)N(C)CC3 | ? | -10% | . | -12%
c1ccc(C2NCc3ccccc3-n3cccc32)cc1 (centres undefined) | -6 | -1% | ? | 3%
COc1cc2c(cc1OC)[C@]13CC[N@+]4(C)CC5=CCO[C@H]6CC(=O)N2[C@@H]1[C@@H]6[C@@H]5C[C@]34O | . | -9%[11.4 µM] | . | 1%[11.4 µM]
COc1ccccc1CCNC1CCC(C(C)(C)C)CC1 (centres undefined) | 7 | 92%[activator] | -112* | ?
CCCCC(=O)N/N=C/c1c(O)n(CC)c(=S)n(CC)c1=O | -4 | . | -29 | -1%
NCCCP(=O)(O)O | 6 | 6% | . | -2%
CC(=O)Nc1ccccc1C(=O)OCC(=O)c1ccc2c(c1)OCCO2 | 4 | . | 3 | -3%
CCN1C[C@]2(COC(=O)c3ccccc3N3C(=O)C[C@H](C)C3=O)CC[C@H](OC)[C@@]34[C@@H]5C[C@H]6[C@H](OC)[C@H]5[C@](O)(C[C@@H]6OC)[C@@](O)([C@@H](OC)[C@@H]23)[C@@H]14 | 1 | 29% | . | -2%
COC(=O)c1ccc2[se]c(CC3CCCCC3)c(I)c2c1 | . | -9%[0.0915 µM] | . | 1%[0.00818 µM]
Cc1cc(N2C(=O)C3CCCN3C2c2ccc(Cl)c(Cl)c2)no1 (centres undefined) | 1 | 0% | 2 | -2%
O=C(NC(=O)c1ccccc1Cl)Nc1ccc(OC(F)(F)F)cc1 | . | -9% | . | 2%
CN1CCc2cc(O)cc3c2[C@H]1Cc1ccc(O)c(O)c1-3 | 12 | -7% | . | -4%
N#CCCCl | . | -1%&-7% | . | 1%&0%
CCOC(=O)C1=C(C)OC(N)=C(C#N)C12C(=O)N(C)c1ccccc12 (centres undefined) | 6 | 5% | 63 | 0%
CC(=NCCN1CCCCC1)c1c(O)[nH]c(=O)[nH]c1=O | 4 | 3% | 10 | 3%
Cc1cccc(CN(C)C)c1OC(=O)N(C)C | 2 | -1% | ? | 5%
COc1cc2c(cc1OC)[C@@]13CCN4C=C5CCO[C@H]6CC(=O)N2[C@@H]1[C@@H]6[C@H]5C[C@H]43 | . | -3%[11.4 µM] | . | -2%[11.4 µM]
COc1ccc(CN2CCN(c3ccccc3F)CC2)c(OC)c1 | 7 | 10% | ? | -4%
COc1cccc(CN2CCN(C(=O)COc3ccc4ccccc4c3)CC2)c1 | 5 | -5% | 12 | -3%
CCCc1cc2c(n1Cc1cccc(Cl)c1)C(C)C1CN(C(=O)c3ccccc3)C(C)(C(=O)OC)C21 (centres undefined) | . | -7% | . | -17%
O=NN(CCO)CCO | . | -16% | . | 4%
CCOC(=O)N(CC)c1ccc(C(O)(C(=O)OC)C(F)(F)F)cc1 (centres undefined) | -2 | 2% | ? | -3%
COC(=O)COc1ccc(Cl)cc1Cl | . | 0% | . | 0%
OCCOCC#CCN1CCOCC1 | -5 | -1% | ? | -3%
Remaining list, next part
SMILES | IMPase cell inh | 15-hLO-2 inh | PNC assembly inh | ALOX12 inhib
COCCNP(=O)(c1ccccc1)c1nc2ccccc2s1 (centres undefined) | 0 | -10% | 23 | -2%
COc1ccc(CCN(C)Cc2ccncc2)cc1OC | 4 | -13% | -91* | -8%
COCc1c(CN)cnc(C)c1N | 2 | 0% | 36 | -4%
CC(C)Oc1cccc(NC(=O)c2cccn(Cc3ccc4c(c3)OC(F)(F)O4)c2=O)c1 | -8 | -7% | ? | -4%
CC(NC(C)(C)C)C(=O)c1cccc(Cl)c1 (centres undefined) | . | 18% | -20 | -3%&-12%
O=C(O)[C@H]1[C@H]2CN[C@H](C(=O)O)[C@H]21 | 5 | 16% | . | -1%
Cc1ccc(C(=O)C2CN3CCC2CC3)cc1 (centres undefined) | 10 | 14% | -27 | 7%
CC1=NN(c2ccccc2)C(=O)C1/C=C1\C(=O)NC(=O)N(c2ccc(C)c(C)c2)C1=O (centres undefined) | -3 | -29% | 53 | -21%
S=P(C1CCCCC1)(C1CCCCC1)[C@H](c1cccnc1)N1CCCC1 | . | -1%[11.4 µM] | . | 1%[11.4 µM]

Record cards, as listed above. Screens in order: IMPase cell inh | 15-hLO-2 inh | PNC assembly inh | ALOX12 inhib
CCC1=C(C)C(N2CCOCC2)=NP(N2CCOCC2)(N2CCOCC2)=N1 is entered as 2 | -1% | 6 | -12%
O=C(Nc1cccc(F)c1)N1CC2(CCN(C(=O)Oc3ccccc3)CC2)C1 is entered as . | -28% | . | 4%
C=CCn1c(O)c(C(CC)=NC(C)c2ccccc2)c(=O)[nH]c1=O (centres undefined) is entered as 5 | -8% | -94* | -3%
CC(C)N[C@@H](C)Cc1ccc(I)cc1 is entered as 11 | 16% | . | -3%
NCCCP(=O)(O)O is entered as 6 | 6% | . | -2%
